# Tau fluor counter – counter-screen for tau fibril formation inhibitors; tau K18 P301L Alexa594 fluorescence, heparin fibrillization; Potency, µM (titrated, usually from 57.7 µM), inactives show top-dose activity change, negative = decrease; 280,000 compounds, 0.93% hits; AID 1463; note: nearly all actives have a fitted effect of over 55% in size
#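 Human K18 P301L tau (15 uM unlabeled plus 0.24 uM Alexa 594-labeled, final) in 100 mM sodium acetate pH 7 was mixed with compound and 20 uM heparin and incubated 6 hr at 37 C.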
# aGal spleen mod – inhibits or activates alpha-galactosidase in human spleen homogenate. human spleen homogenate, 4MU-alpha-Gal fluorescence, 40 min. Potency, µM (highest dose often 80 µM), for the others: top-dose activity change, negative = inhibition, hits mostly inhibitors. 240,000 compounds, 0.008% hits. AID 2107;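 note: 0% = enzyme with vehicle and -100% = no enzyme basal signal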
#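 qHTS titration in buffer at pH 5.0. Alpha-galactosidase activity in spleen homogenate was measured via 4-methylumbelliferone release from 1 mM fluorogenic substrate after 40 min at 37C and a pH 10 stop. AC50 came from Hill fits of control-normalized data.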
# ALDH1A1 inh – blocks purified human ALDH1A1 activity. P00352. Purified ALDH1A1, NADH fluorescence, propionaldehyde substrate. Potency, µM (top dose mostly 75.3 µM), without a hit: at the top dose activity, negative = inhibition, hits mostly inhibitors. 220,000 compounds, 7.3% hits. AID 1030; active = well fitted inhibition curve with a large enough effect, not every such curve was filed as active; inconclusive = small, poorly fitted or top-dose-only effect, or another doubt; inactive = no such curve, though single readings can be large or run the other way;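 note: plate controls were no enzyme wells and a reference inhibitor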
# L3MBTL1 block – blocks human L3MBTL1 | Q9Y468 | AlphaScreen L3MBTL1–H3K9me1 peptide binding | Potency, µM (series often up to 57.1 µM), for the others: at the highest dose activity, negative = inhibition, usual class: inhibitors | 230,000 compounds, 0.66% hits; note: nearly all actives have a fitted effect of over 60% in size
# Target sequence (Q9Y468 whole entry, looked up): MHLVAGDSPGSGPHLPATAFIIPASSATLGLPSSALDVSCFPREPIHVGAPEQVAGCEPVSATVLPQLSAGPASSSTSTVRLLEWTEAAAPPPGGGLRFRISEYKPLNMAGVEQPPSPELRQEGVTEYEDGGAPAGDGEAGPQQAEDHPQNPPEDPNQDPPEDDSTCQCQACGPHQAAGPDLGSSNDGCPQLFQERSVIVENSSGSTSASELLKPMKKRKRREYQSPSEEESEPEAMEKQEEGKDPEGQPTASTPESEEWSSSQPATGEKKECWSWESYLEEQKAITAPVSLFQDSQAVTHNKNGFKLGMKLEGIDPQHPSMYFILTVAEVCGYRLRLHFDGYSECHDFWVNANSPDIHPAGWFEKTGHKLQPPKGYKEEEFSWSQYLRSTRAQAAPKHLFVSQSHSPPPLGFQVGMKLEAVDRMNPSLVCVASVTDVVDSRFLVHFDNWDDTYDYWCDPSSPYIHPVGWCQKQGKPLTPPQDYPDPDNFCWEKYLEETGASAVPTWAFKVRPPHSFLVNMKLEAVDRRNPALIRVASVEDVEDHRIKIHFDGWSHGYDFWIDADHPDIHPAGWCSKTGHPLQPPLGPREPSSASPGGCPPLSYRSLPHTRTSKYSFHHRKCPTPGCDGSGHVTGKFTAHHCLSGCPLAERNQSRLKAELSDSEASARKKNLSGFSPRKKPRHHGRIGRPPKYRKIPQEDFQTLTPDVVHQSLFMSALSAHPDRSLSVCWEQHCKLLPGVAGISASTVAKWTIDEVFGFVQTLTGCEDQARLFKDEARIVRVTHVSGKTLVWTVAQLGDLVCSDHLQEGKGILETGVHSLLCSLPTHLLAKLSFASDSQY
#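 AlphaScreen proximity signal between nickel-chelate acceptor and streptavidin donor beads (final 10 ug/mL) reports binding of 50 nM L3MBTL1 to 75 nM biotin-H3 K9me1 peptide; complex incubated with compounds 30 min at room temperature; cefsulodin titration as control.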
# Tau fibril ThT – inhibitors of human tau fibril formation, thioflavin T binding. P10636. recombinant tau K18 P301L (four-repeat tau fragment), heparin-induced fibrillization, ThT fluorescence. Potency, µM (highest dose often 57.4 µM), for the others: at the highest dose activity, negative = inhibition, actives largely listed as inhibitors. 270,000 compounds, 2.1% hits; note: nearly all actives have a fitted effect of over 55% in size
# Target sequence (P10636 561-689 P618L limits assumed): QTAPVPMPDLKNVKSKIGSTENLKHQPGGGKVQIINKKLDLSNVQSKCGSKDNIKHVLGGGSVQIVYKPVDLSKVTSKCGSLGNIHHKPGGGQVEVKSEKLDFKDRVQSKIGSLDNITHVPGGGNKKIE
#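 Tau K18 P301L fragment (15 uM unlabeled plus 0.24 uM Alexa 594-labeled) in 100 mM sodium acetate pH 7 with compound, fibrillization induced by 20 uM heparin for 6 hr at 37 C. Thioflavin T (30 uM) added, fluorescence read after 1 hr (ex 450, em 510 nm).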
# Tau FP inhib – blocks human tau fibril formation measured by polarization; P10636; K18 P301L tau heparin fibrillization, Alexa594 FP, 6 h; Potency, µM (highest dose often 57.7 µM), without a hit: at the top dose activity, negative = inhibition, hits mostly inhibitors; 280,000 compounds, 0.39% hits; note: nearly all actives have a fitted effect of over 55% in size
#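 Compound effects on tau fibrillization are measured by Alexa 594 fluorescence polarization (ex 555, em 632 nm). K18 P301L tau is used at 15 uM with 0.24 uM labeled tracer, and 20 uM heparin induces aggregation over 6 hr at 37 C.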
# TRb-SRC2 inh – inhibitors of human thyroid hormone receptor beta-SRC2 interaction. P10828. TRbeta-SRC2 peptide binding, fluorescence polarization; receptor liganded with 1 µM T3. Potency, µM (highest dose often 106 µM), inactives show top-dose activity change, negative = inhibition, usual class: inhibitors. 280,000 compounds, 0.065% hits;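 note: plate controls were bound peptide for no effect and peptide without receptor for full effect; nearly all actives have a fitted effect of over 50% in size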
#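 Human TRb ligand-binding domain (0.6 uM) is mixed with 20 nM Texas Red SRC2 peptide and 1 uM T3; after compound addition and 5 hr at ambient temperature, polarization is measured and normalized to unbound and bound controls.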
# TexasRed fluor – alters Texas Red total fluorescence, flagging assay interference; 280,000 compounds, 0.29% hits; Potency, µM (highest dose often 106 µM), inactives show top-dose fluorescence change, negative = quenching; TRb/SRC2 Texas Red total fluorescence interference; active = well fitted curve in either direction with a large enough effect; inconclusive = small, poorly fitted or top-dose-only effect
#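 Human TRβ ligand-binding domain (0.6 uM) and Texas Red SRC2 peptide (20 nM) in Tris buffer with 1 uM T3 and 5% DMSO were incubated with pinned compound for 5 hr at ambient temperature. Total fluorescence was computed as S + 2P (555/632 nm).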
# Active calls of the source: *; ? = inconclusive; nt = no result given; & = joins results of further samples; [ ] = remark or other dose. Unless noted, calls come from the whole dose curve; as a rule, active = well fitted curve in the direction sought with a large enough effect; inconclusive = small, poorly fitted or top-dose-only effect, or another doubt; inactive = no such curve, though single readings can be large; an effect the other way counts as inactive or inconclusive. Unless noted, % is set by controls: 0 for no effect and ±100 for the full control effect; potency is the fitted concentration of half-maximal effect.
SMILES,Tau fluor counter,aGal spleen mod,ALDH1A1 inh,L3MBTL1 block,Tau fibril ThT,Tau FP inhib,TRb-SRC2 inh,TexasRed fluor
CCCCCCCN1N=C(C)C(C(=O)c2ccccc2)C1=O (stereo unspecified),0%,-11%,-4%,nt,-6%,2%,-1%,0%
Cc1[nH]c(=O)c(C#N)cc1-c1ccccc1,-11%,8%,?,-4%,-15%,-6%,-8%,-1%
CCOC(=O)c1cnc2c(C)cc(C)cc2c1NCCc1ccc(OC)c(OC)c1,-15%,nt,nt,nt,?,3%,0%,-1%
CC(C)C[C@H](NC(=O)c1nc[nH]c1C(=O)NCCCCCNC(=O)OC(C)(C)C)C(=O)OCc1ccccc1,-26%,-17%,0%,-9%,-13%,0%,1%,-4%
O=C(COc1ccc(S(=O)(=O)NC2CCCC2)cc1)NCC1CCCO1 (stereo unspecified),6%,4%,1%,7%,2%,-2%,4%,0%
CCc1ccc(NC(=O)c2c(Cl)nc(C)c(Cl)c2C)cc1,-19%,2%,4%,14%,-15%,5%,4%,1%
CCCCOC(=O)c1cc2c(cn1)[nH]c1ccccc12,?,-2%&-14%&5%,?,nt,-5%&-3%&-2%,-9%&-9%&-4%,-3%&-1%&2%,-2%&1%&-3%
Cc1c(C(=O)O)cnc2c([N+](=O)[O-])cnn12,0%,-3%,4%,?,-3%,1%,5%,-4%
O=C(Nc1ccc2c(c1)OCCO2)C1CCN(S(=O)(=O)c2cccc3nsnc23)CC1,-20%,-21%,?,?,-16%,0%,10%,-1%
Cc1ccc(S(=O)(=O)Oc2ccc(C)cc2/C=N/N=C2\NC(=O)C(C)S2)cc1 (stereo unspecified),-26%,1%,9%,-5%,-13%,-1%,5%,-2%
O=C(O)CSc1nc2ccccc2c(=O)[nH]1,-8%,1%,2%,nt,-15%,2%,1%,-2%
CCn1cc(C(=O)NCCCOC(C)C)c(=O)c2cc(S(=O)(=O)N3CCc4ccccc4C3)ccc21,-10%,nt,nt,nt,-5%,-3%,-7%,-1%
COc1cc(-n2c(=O)c3ccccc3n(CC(=O)c3ccc(Br)cc3)c2=O)cc(OC)c1OC,-5%,-19%,-2%,nt,-12%,12%,-7%,2%
O=C(CCC1N=C2c3ccccc3N=C(SCC(=O)Nc3ccc(F)cc3)N2C1=O)NCc1cccs1 (stereo unspecified),-1%,nt,nt,nt,10%,2%,5%,0%
Cc1nc(SCC(=O)Nc2ccc3c(c2)OCCO3)nc(C)c1C,-6%,-14%,3%,-2%,-4%,0%,-4%,-1%
CCOC(=O)c1ccc(N/C=C/C(=O)c2ccco2)cc1,-9%,2%,?,nt,?,-7%,4%,1%
O=C1OCCN1C(=O)[C@H]1[C@H](c2ccc(Cl)cc2)C(c2ccc(F)cc2)=NN1c1ccccc1,?,19%,?,18%,1%,0%,6%,-2%
CCOc1cc2[nH]c(=O)n(Cc3cccc(OC)c3)c(=O)c2cc1OCC,-16%,6%,12%,8%,-5%,-15%,-2%,-1%
COc1cc(OC)c(OC)cc1CNc1cc(C)ccc1OC,?,11%,-5%,?,?,10%,7%,-6%
CCOC(=O)c1ccc(NC(=O)CCNC(=O)c2ccc([N+](=O)[O-])cc2)cc1,-2%,-4%,1%,3%,4%,11%,4%,1%
Cc1cccc(C(=O)N2CCC(=O)N(C(COCc3cccc(Cl)c3)Cc3ccccc3)CC2)c1 (stereo unspecified),-14%,-1%,?,-1%,?,-7%,0%,0%
CCc1nnc(NS(=O)(=O)c2ccc(NC(=O)c3cc(Cl)ccc3Cl)cc2)s1,-3%,-3%,9%,7%,-8%,-1%,-7%,-3%
Cc1c(C(=O)OC2CCCCC2)[nH]c2c1C(=O)CC(c1ccccc1)C2 (stereo unspecified),-6%,nt,nt,nt,-7%,6%,-10%,-1%
O=C(Nc1ncc2c(n1)-c1ccccc1CC2)c1cccs1,4%,8%,-3%,3%,-6%,-6%,1%,-2%
CCOC(=O)N1CCC(=NNc2ncc(C(F)(F)F)cc2Cl)CC1,1%,-3%,?,-6%,-14%,1%,-3%,-2%

# Twelve of the compounds above, with bars between the fields:
mol | Tau fluor counter | aGal spleen mod | ALDH1A1 inh | L3MBTL1 block | Tau fibril ThT | Tau FP inhib | TRb-SRC2 inh | TexasRed fluor
CCCCCCCN1N=C(C)C(C(=O)c2ccccc2)C1=O (stereo unspecified) | 0% | -11% | -4% | nt | -6% | 2% | -1% | 0%
Cc1[nH]c(=O)c(C#N)cc1-c1ccccc1 | -11% | 8% | ? | -4% | -15% | -6% | -8% | -1%
CCOC(=O)c1cnc2c(C)cc(C)cc2c1NCCc1ccc(OC)c(OC)c1 | -15% | nt | nt | nt | ? | 3% | 0% | -1%
CC(C)C[C@H](NC(=O)c1nc[nH]c1C(=O)NCCCCCNC(=O)OC(C)(C)C)C(=O)OCc1ccccc1 | -26% | -17% | 0% | -9% | -13% | 0% | 1% | -4%
O=C(COc1ccc(S(=O)(=O)NC2CCCC2)cc1)NCC1CCCO1 (stereo unspecified) | 6% | 4% | 1% | 7% | 2% | -2% | 4% | 0%
CCc1ccc(NC(=O)c2c(Cl)nc(C)c(Cl)c2C)cc1 | -19% | 2% | 4% | 14% | -15% | 5% | 4% | 1%
CCCCOC(=O)c1cc2c(cn1)[nH]c1ccccc12 | ? | -2%&-14%&5% | ? | nt | -5%&-3%&-2% | -9%&-9%&-4% | -3%&-1%&2% | -2%&1%&-3%
Cc1c(C(=O)O)cnc2c([N+](=O)[O-])cnn12 | 0% | -3% | 4% | ? | -3% | 1% | 5% | -4%
O=C(Nc1ccc2c(c1)OCCO2)C1CCN(S(=O)(=O)c2cccc3nsnc23)CC1 | -20% | -21% | ? | ? | -16% | 0% | 10% | -1%
Cc1ccc(S(=O)(=O)Oc2ccc(C)cc2/C=N/N=C2\NC(=O)C(C)S2)cc1 (stereo unspecified) | -26% | 1% | 9% | -5% | -13% | -1% | 5% | -2%
O=C(O)CSc1nc2ccccc2c(=O)[nH]1 | -8% | 1% | 2% | nt | -15% | 2% | 1% | -2%
CCn1cc(C(=O)NCCCOC(C)C)c(=O)c2cc(S(=O)(=O)N3CCc4ccccc4C3)ccc21 | -10% | nt | nt | nt | -5% | -3% | -7% | -1%

# More compounds follow:
SMILES,Tau fluor counter,aGal spleen mod,ALDH1A1 inh,L3MBTL1 block,Tau fibril ThT,Tau FP inhib,TRb-SRC2 inh,TexasRed fluor
COc1cc(/C=C/C(=O)O)cc(S(=O)(=O)N2CCc3ccccc3C2)c1OC,5%,-2%,-6%,-18%,9%,3%,8%,0%
O=C(COC(=O)C1CCC1)Nc1ccc(OC(F)F)cc1,-13%,15%,-1%,nt,-11%,-6%,-12%,-1%
C=CCNC(=O)c1ccccc1NS(=O)(=O)c1ccccc1,10%,4%,6%,2%[11.4 µM],5%,-3%,-1%,1%
Cn1c(=O)n(C)c2cc(/C=N/NC(=S)NCc3ccccc3)ccc21,?,2%,?,-11%,?,?,1%,-8%
Cc1sc(N)nc1-c1cccs1,-10%,1%,-10%,-4%,-13%,-5%,-3%,1%
COc1ccccc1N1CCN(Cc2nnnn2CCc2ccccc2)CC1,7%,3%,?,-5%[11.4 µM],-3%,4%,0%,-5%
CC1(C)C(c2cccs2)=[N+]([O-])C2(CCCCC/C2=N\O)N1O (stereo unspecified),1%,-3%,5%,-8%,-1%,1%,-6%,0%
Cc1ccccc1OCc1nnc2c3cnn(C)c3ncn12,6%,-4%,-6%,6%,-17%,0%,-13%,-4%
Cc1ccc2c(c1)NC(=O)C(CC(=O)NCc1cccnc1)O2 (stereo unspecified),-13%,3%,-16%,nt,?,-14%,5%,0%
CCOC(=O)CCC(=O)Nc1ccc(S(=O)(=O)N2CCCC2)cc1,2%,-4%,?,-3%,2%,3%,-6%,1%
CCOc1cc2nc(-c3ccc(OC)c(OC)c3)nc(N3CC(C)OC(C)C3)c2cc1OC (stereo unspecified),-16%,-6%,-14%,-2%,-21%,5%,-6%,-1%
Cn1c(=O)c2c(-c3ccccc3)n(-c3cccc(C#N)c3)cc2n(C)c1=O,-17%,nt,nt,nt,-10%,-13%,3%,-23%
Nc1ccc(C(O)(C(F)(F)F)C(F)(F)F)cc1,-8%,8%,13%,nt,-8%,8%,-2%,-1%
CCOC(=O)N1CCN(S(=O)(=O)c2ccc3c(c2)OCC(=O)N3)CC1,-7%,1%,3%,2%,-7%,7%,7%,-2%
Cc1cccc(NC(=O)Cn2c(=O)n(Cc3ccccc3)c(=O)c3c(C)c(C)sc32)c1,?,-4%,12%,-3%,8%,?,1%,5%
O=C(C(=O)N1CCCc2ccccc21)c1cn(CC(=O)N2CCOCC2)c2ccccc12,-14%,-3%,-12%,nt,-13%,-10%,-8%,-5%
CCOc1ccc(OCC)c(S(=O)(=O)NCCCN2CCOCC2)c1,-5%,10%,10%,4%[11.4 µM],3%,-2%,14%,-1%
Cc1oc(C)c2c(=O)ccc3c(c12)OC(N)=C(C#N)C3c1ccccc1Cl (stereo unspecified),?,-2%,25µM*,?,20µM*,?,-7%,13%
COc1ccccc1C(=O)N1c2ccccc2C(C)(c2ccc(Cl)cc2)CC1(C)C (stereo unspecified),-6%,nt,nt,nt,-18%,-6%,-6%,?
COc1ccccc1CNC(=O)Cc1c(C)c2cc3c(C)coc3c(C)c2oc1=O,-5%,nt,nt,nt,-4%,-3%,-3%,0%
Cc1ccc(SCC(=O)NNC(=O)C2CCCCC2)cc1,1%,5%,0%,6%,1%,1%,7%,1%
O=C(CC(=O)NCc1cccnc1)NCc1cccnc1,-5%,1%,12%,nt,-5%,0%,-2%,-5%
Nc1nnc(-c2cccc(F)c2)s1,-3%,6%,nt,-2%,-8%,-4%,-3%,-4%

# Screening results as filed in PubChem.
